CF NFkB block – cystic fibrosis NF-kB activation inhibition | KKLEB NF-kB-GFP reporter, PAF-induced, GFP fluorescence overnight | inhibition, % at 5 µM | actives 0.86% (n = 360,000);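 active = at least 50% inhibition at 5 µM, scaled per plate between neutral and stimulator controls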;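 note: PAF is a Pseudomonas aeruginosa culture filtrate used as stimulus; plate controls were PAF-stimulated DMSO wells for no effect and unstimulated DMSO wells for full effect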
NR2E3 ag-1 – agonists of human nuclear receptor NR2E3 | actives 0.12% (n = 320,000) | Q9Y5X4 | GST-NR2E3/biotin-RetCOR TR-FRET, 1536-well | inhibition of corepressor binding, % at 4.78 µM | AID 2300;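 active = percent inhibition above the cutoff of mean plus 3 SD of all tested compounds, set per screening campaign, cut at about 20% in these data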;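 note: 0% = DMSO wells and 100% = biotin wells as full block of FRET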
Target sequence (Q9Y5X4 whole entry, looked up): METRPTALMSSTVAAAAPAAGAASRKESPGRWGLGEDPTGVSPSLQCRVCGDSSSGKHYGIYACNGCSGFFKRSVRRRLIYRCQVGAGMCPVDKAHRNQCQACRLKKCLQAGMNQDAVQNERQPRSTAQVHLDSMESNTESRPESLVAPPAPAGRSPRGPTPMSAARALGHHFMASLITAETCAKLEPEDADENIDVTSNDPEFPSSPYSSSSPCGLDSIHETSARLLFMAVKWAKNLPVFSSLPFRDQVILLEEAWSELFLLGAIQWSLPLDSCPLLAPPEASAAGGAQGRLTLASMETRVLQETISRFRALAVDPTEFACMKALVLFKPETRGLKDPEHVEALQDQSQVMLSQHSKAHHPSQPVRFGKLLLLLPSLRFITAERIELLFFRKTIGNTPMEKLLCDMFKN
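Assay system: NR2E3–RetCOR corepressor complex. Quantity: 1.35 nM GST-NR2E3. Buffer or medium: pH 7.5 Tris-based buffer. Reagent: biotinylated RetCOR corepressor at 7 nM final. Schedule: 5 h at 4 °C. Detection: TR-FRET, emission read at 617 and 671 nm. Replicates: one well per compound, singlicate testing.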
KKLEB cytotox – reduces viability of KKLEB cystic fibrosis airway cells; KKLEB CF airway cells viability, ATPlite luminescence, overnight; stronger effect = lower value; cells stimulated with P. aeruginosa culture filtrate; activity change (cytotoxicity), % at 5 µM; actives 0.36% (n = 360,000); AID 602141;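 active = corrected activity change at or below -50% at 5 µM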
TWEAK Fn14 block – inhibitors of TWEAK-Fn14 interaction signaling. TWEAK-stimulated Fn14 reporter cells, luciferase luminescence, 8 h. inhibition, % at 10 µM. actives 2% (n = 360,000); in the data active = inhibition above about 50%
C8 TRAIL sens – sensitizes caspase-8 expressing cells to TRAIL; NB7+C8 cells + TRAIL, ATPlite viability luminescence; inhibition (viability loss, TRAIL sensitization), % at 10 µM; actives 1% (n = 360,000);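 active = compounds causing at least 50% loss of cell viability in the single-dose screen, relative to plate controls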
Peg3 promoter – inhibitors of Peg3 promoter; actives 1.7% (n = 360,000); HeLa PEG-Prom luciferase reporter, luminescence, overnight; inhibition, % at 20 µM; AID 588405;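 active = inhibition of at least 50% at 20 µM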
MITF TRPM1 inh – MITF TRPM1 promoter inhibition in SK-MEL-5 cells. SK-MEL-5 TRPM1 promoter luciferase, 24 h. AID 488899. inhibition, % at 12.5 µM. actives 0.83% (n = 330,000);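 active = mean inhibition across replicates of 60% or more, whatever share of single replicates reaches that level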; note: values of inactives mirror those of a sister screen read the other way
Shn3 3UTR inh – inhibitors of Schnurri-3 3'UTR reporter in osteoblasts. inhibition, % at 12.5 µM. Clone20 osteoblast Shn3 3'UTR firefly luciferase, 24 h. actives 0.52% (n = 360,000). AID 588674;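 active = mean inhibition of at least 75% with every replicate also reaching 75%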;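 note: 0% = median of neutral control wells and 100% = pilot-screen positive control compound; some compounds past the cut are filed as inactive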
HIF-2a block – inhibitors of HIF-2a; actives 0.72% (n = 360,000); inhibition, % at 18.8 µM; 786-0 RCC cells HIF-2a reporter, luciferase luminescence, overnight; AID 624352;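 active = inhibition of the luminescence signal of 40% or more relative to plate controls, in a single-dose primary screen at 18.75 µM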
TROY signal inh – blocks TROY-dependent signaling in reporter cells; AID 1347056; actives 0.98% (n = 360,000); Q293 LMP1-TROYcd NF-kB luciferase reporter, 4 h; inhibition, % at 10 µM;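 active = compounds whose plate-normalised and pattern-corrected inhibition of the luciferase reporter signal at the single screening dose is 50% or more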
NR2E3 ag-2 – activates human NR2E3 receptor; AID 602229; Q9Y5X4; actives 0.35% (n = 360,000); CHO-S Gal4-NCOR/VP16-NR2E3 two-hybrid, luciferase; inhibition of corepressor binding, % at 3.98 µM;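 active = inhibition above the mean of all tested compounds plus 3 SD, cut at about 70% in these data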;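 note: 0% = DMSO with NR2E3 transfected cells and 100% = cells lacking NR2E3 construct; higher means lower luciferase signal from less NR2E3 corepressor binding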
An asterisk follows results filed as active; . = not tested or not shown. This is a subset. The share of hits here may be higher or lower than overall.

SMILES	CF NFkB block	NR2E3 ag-1	KKLEB cytotox	TWEAK Fn14 block	C8 TRAIL sens	Peg3 promoter	MITF TRPM1 inh	Shn3 3UTR inh	HIF-2a block	TROY signal inh	NR2E3 ag-2
CC1CCCCC1NC(=O)CSc1nnc(COc2ccccc2Cl)o1 (stereo unspecified)	6	4	-12	-15	4	-12	-12	6	3	-30	-37
Cc1oc(-c2ccccc2)nc1CS(=O)CC(=O)NC1CCCC1 (stereo unspecified)	23	1	-28	-2	4	4	7	1	5	12	0
COc1ccc(C(=O)NC2CCSc3ccccc32)cc1 (stereo unspecified)	-3	3	-1	1	9	-75	-11	9	-109	17	-48
CC(=O)Nc1cccc(OCC(=O)NC(C)c2ccc3ccccc3c2)c1 (stereo unspecified)	-3	3	-9	43	-17	14	3	8	6	14	-7
COc1ccc(C2=NOC(Cn3nc(-c4ccccc4)cc3C(=O)NCc3cccc(C(F)(F)F)c3)C2)cc1 (stereo unspecified)	8	.	-14	-14	8	5	6	32	9	-1	-5
[O-]/C(=C(\C(=S)Nc1ccc(SC(F)F)cc1)[n+]1ccccc1)c1ccc(Cl)cc1Cl	-5	3	6	9	9	-17	14	25	-38	4	-39
CN(C)c1ccc(CNC(=O)CCS(=O)(=O)c2ccc3c(c2)oc(=O)n3C)cc1	3	1	0	11	10	1	2	17	4	10	28
Cc1ccc(/C=N/NC(=O)Cn2nc(C)c(Br)c2C)o1	9	-3	12	-1	-15	-6	0	2	21	0	-14
CC(=O)Nc1ccc(S(=O)(=O)N(C)CC(=O)OC(C)C(=O)N(C)C2CCCCC2)cc1 (stereo unspecified)	9	-2	-5	-10	-14	-5	5	-11	-2	-13	-18
CCN1CCN(CCOc2ccc(Cl)cc2)CC1	6	-1	8	1	-1	9	-20	38	-2	1	10
C[C@H](CO)N1C[C@H](C)[C@@H](CN(C)Cc2ccc(-c3ccccc3)cc2)Oc2ncc(C#C[C@@H](C)O)cc2C1=O	-6	.	3	6	2	1	.	-14	-1	-16	-16
CCOc1ccccc1CNc1ccc(O)cc1	27	.	3	18	-3	17	28	5	11	5	-5
Cc1ccccc1CNC(=O)C(=O)NCC1OCCCN1S(=O)(=O)c1cccs1 (stereo unspecified)	-6	1	7	-21	-1	6	-3	-2	12	19	0
O=C(NCc1ccco1)C1CCN(S(=O)(=O)c2ccccc2C(F)(F)F)CC1	11	-1	8	4	4	20	0	0	9	15	-22
CCC(=O)N(Cc1ccco1)Cc1cc2cccc(C)c2n2nnnc12	-9	2	-5	6	-6	-8	2	9	12	-15	-8
Cc1ccc2nc3c(nc2c1C)CCCC3	3	-2	-12	4	18	-9	-2	-6	5	-10	-11
CCN(C(=O)c1cc(Cl)ccc1OC)c1ccccc1	2	7	-8	-3	-10	5	4	-11	0	-7	-15
COc1ccc(N(C(=O)CNC(=O)c2ccco2)C(C(=O)NCC2CCCO2)c2ccccc2)cc1OC (stereo unspecified)	7	5	-2	12	-5	6	-4	10	5	7	9
O=C1CC(N2CCN(C/C=C/c3ccccc3)CC2)C(=O)N1Cc1cccs1 (stereo unspecified)	16	-3	-7	13	4	24	1	-2	15	0	11
COC(=O)c1ccc(OCc2cc(=O)n3ccsc3n2)cc1	19	1	0	8	16	6	11	-9	0	-20	9
O=C(c1ccco1)N1CCN(c2nc(-c3ccc(F)cc3)cs2)CC1	-2	4	-5	1	5	-108	-28	-10	-113	2	-39
COc1ccc(-n2nc(C)c3onc(C)c3c2=O)cc1	-5	1	4	15	-12	3	.	-55	-7	-16	-15
O=S(=O)(c1cccc(F)c1)N1CCN(c2ncnc3scc(-c4ccc(F)cc4)c23)CC1	-4	3	9	-14	32	29	-1	9	22	15	6
CCOc1ccc(N(CC(=O)Nc2cccc(OC)c2)S(=O)(=O)c2c(C)noc2C)cc1	-5	0	1	24	14	15	3	29	6	10	-2
COc1ccc(Oc2nnc(-c3ccccc3)cc2C#N)cc1	3	-1	-1	-19	11	9	9	-4	2	10	-7
C[C@]12c3[nH]c4cc(-c5ccco5)ccc4c3CCN1C(=O)[C@@H](CC(=O)NCCCn1ccnc1)C[C@@H]2C(=O)N1CCOCC1	-4	.	22	6	-9	-7	12	4	-6	1	-10
COc1cccc(CNC(=O)COC(=O)c2cc(Br)c(Br)s2)c1	-13	6	-1	6	-8	-12	2	-7	-2	-3	1
CCc1nc2ccc(C(=O)NCCOc3ccc(OC)cc3)cn2c1N(C)Cc1nccn1C	11	.	4	-13	-13	1	.	5	6	-18	18
COC(=O)[C@H](CCSC)NC(=O)c1cc2c(cn1)[nH]c1ccccc12	-14	-3	2	11	-11	-6	-1	-15	5	2	-36
CCn1c2ccccc2c2cc(NC(=O)CN(C)CC(=O)Nc3ccc(N4CCOCC4)cc3)ccc21	-18	-3	8	9	-8	28	5	33	26	13	-18
CC(C)(C)c1ccccc1OCC(=O)Nc1ccccc1C(=O)NCc1cccnc1	28	7	-12	28	10	49	3	2	16	33	-14
CCN1CCC(Nc2ccnc3cc(Cl)ccc23)CC1	8	0	7	-4	-8	-29	-28	0	14	-5	20
COc1ccc(OCC(=O)Nc2ccc(C(=O)Nc3ccccc3C(=O)O)cc2)cc1	6	-2	14	1	32	0	10	-7	-3	30	-25
CC1=NNC(=O)C1Cc1ccccc1C (stereo unspecified)	-5	-4	6	-6	-3	22	-5	-5	9	7	14
CCCC(=O)N(CCN1CCOCC1)c1nc2cc(C)c(C)cc2s1	14	6	4	3	-7	-237	-76	-118	-189	45	-80
CCOC(=O)c1cnn(-c2nc(OCC)cc(OCC)n2)c1C	13	2	1	-22	-5	28	-1	5	11	0	-11
CC(=O)N/N=C/c1c(C)[nH]n(-c2ccccc2)c1=O	3	0	-5	6	-2	-3	0	1	20	-11	-12
O=C(C1COc2ccccc2O1)N1CCN(S(=O)(=O)c2cc(F)ccc2F)CC1 (stereo unspecified)	-28	5	4	-17	-7	-3	-7	-26	-3	-23	-16
O=S(=O)(NCc1cn2ccccc2n1)c1cc(F)ccc1F	-7	2	9	1	-5	24	5	-1	3	.	-11
COCCCn1c(C(=O)N2CC(C)OC(C)C2)cc2c(=O)n3ccccc3nc21 (stereo unspecified)	-1	2	1	6	-8	5	-3	-26	6	-1	4
Cc1ccc(C(=O)O)cc1NC(=S)NC(=O)Cc1ccccc1	6	-1	0	-6	0	10	1	-8	9	-16	19
c1cncc(CSc2nnc3ccc(-c4ccco4)nn23)c1	-6	2	-1	15	-18	-60	6	-4	12	11	-7
Cc1ccc(OC(=O)c2ccc3snnc3c2)cc1	15	-5	1	-17	-15	-25	6	-22	-7	-24	7
CC1Cc2ccccc2N1C(=O)CSc1nnc(-c2ccc(S(=O)(=O)N3CCCC3)cc2)o1 (stereo unspecified)	-9	-5	-7	1	-2	0	4	-8	-7	7	-14
Cc1ccccc1NS(=O)(=O)c1ccc(C(=O)NNC(=O)c2ccccc2O)cc1	6	1	-13	-1	1	19	11	31	-3	-1	-12
COC(=O)c1c(-c2cccs2)csc1NC(=O)CN1CCOCC1	11	-1	-19	21	-8	-104	-22	-17	-113	67*	-1
CS(=O)(=O)N1CCN=C1SCc1ccccc1	6	1	18	-9	-1	-2	-10	-15	-1	1	-2
Cc1ccc(N2C(N)=C(C#N)C(c3ccsc3)C3=C2CC(C)(C)CC3=O)cc1 (stereo unspecified)	-4	3	7	14	-9	-2	5	4	-22	-46	-9
Cc1ccccc1C(=O)NC1CCN(CC(=O)NC2CCCCC2)CC1	-4	0	2	-13	-2	14	-5	-14	9	6	-7
Cc1ccccc1NC(=O)Cc1nnc(NC(=O)Nc2ccccc2F)s1	-4	3	9	-33	11	8	10	-7	14	8	-7

Gathered by group: those above with an aryl methoxy group
SMILES	CF NFkB block	NR2E3 ag-1	KKLEB cytotox	TWEAK Fn14 block	C8 TRAIL sens	Peg3 promoter	MITF TRPM1 inh	Shn3 3UTR inh	HIF-2a block	TROY signal inh	NR2E3 ag-2
COc1ccc(C(=O)NC2CCSc3ccccc32)cc1 (stereo unspecified)	-3	3	-1	1	9	-75	-11	9	-109	17	-48
COc1ccc(C2=NOC(Cn3nc(-c4ccccc4)cc3C(=O)NCc3cccc(C(F)(F)F)c3)C2)cc1 (stereo unspecified)	8	.	-14	-14	8	5	6	32	9	-1	-5
CCN(C(=O)c1cc(Cl)ccc1OC)c1ccccc1	2	7	-8	-3	-10	5	4	-11	0	-7	-15
COc1ccc(N(C(=O)CNC(=O)c2ccco2)C(C(=O)NCC2CCCO2)c2ccccc2)cc1OC (stereo unspecified)	7	5	-2	12	-5	6	-4	10	5	7	9
COc1ccc(-n2nc(C)c3onc(C)c3c2=O)cc1	-5	1	4	15	-12	3	.	-55	-7	-16	-15
CCOc1ccc(N(CC(=O)Nc2cccc(OC)c2)S(=O)(=O)c2c(C)noc2C)cc1	-5	0	1	24	14	15	3	29	6	10	-2
COc1ccc(Oc2nnc(-c3ccccc3)cc2C#N)cc1	3	-1	-1	-19	11	9	9	-4	2	10	-7
COc1cccc(CNC(=O)COC(=O)c2cc(Br)c(Br)s2)c1	-13	6	-1	6	-8	-12	2	-7	-2	-3	1
CCc1nc2ccc(C(=O)NCCOc3ccc(OC)cc3)cn2c1N(C)Cc1nccn1C	11	.	4	-13	-13	1	.	5	6	-18	18
COc1ccc(OCC(=O)Nc2ccc(C(=O)Nc3ccccc3C(=O)O)cc2)cc1	6	-2	14	1	32	0	10	-7	-3	30	-25
